# Screening results as filed in PubChem.
# CHO parental Ca = signal in parental CHO cells, OX1R antagonist counter-screen; inhibition, % at 5.6 µM; AID 463079; parental CHO-K1, ATP-induced calcium, Fluo-8 fluorescence; 0.63% of 330,000 active;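 active = inhibition above that plate's mean sample inhibition plus 3 SD, cut at about 26% in these data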;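 also: 0% = ATP-challenged DMSO wells and 100% = DMSO wells without ATP; some compounds past the cut are filed as inactive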
#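 Assay system: untransfected parental CHO cell line. Also added: ATP agonist challenge. Dosing: one dose, 5.6 µM nominal. Measured by: Fluo-8 fluorescence. Read-out: % inhibition. Benchmarks: ATP wells versus no-ATP DMSO wells. Repeats: no replicates.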
# V1R ag counter = V1a receptor agonism, counter-screen for OXTR agonists. activation, % at 3 µM. CHO-V1R cells, Fluo-8 calcium fluorescence, agonist mode; 0% DMSO, 100% 3 nM vasopressin. P37288. 0.25% of 320,000 active;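 active = activation above the mean activation of all tested compounds plus 3 SD, per screening run, cut at about 20% in these data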;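 also: signal is peak over basal fluorescence ratio across a 100 second FLIPR read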
# Target sequence (P37288 whole entry, looked up): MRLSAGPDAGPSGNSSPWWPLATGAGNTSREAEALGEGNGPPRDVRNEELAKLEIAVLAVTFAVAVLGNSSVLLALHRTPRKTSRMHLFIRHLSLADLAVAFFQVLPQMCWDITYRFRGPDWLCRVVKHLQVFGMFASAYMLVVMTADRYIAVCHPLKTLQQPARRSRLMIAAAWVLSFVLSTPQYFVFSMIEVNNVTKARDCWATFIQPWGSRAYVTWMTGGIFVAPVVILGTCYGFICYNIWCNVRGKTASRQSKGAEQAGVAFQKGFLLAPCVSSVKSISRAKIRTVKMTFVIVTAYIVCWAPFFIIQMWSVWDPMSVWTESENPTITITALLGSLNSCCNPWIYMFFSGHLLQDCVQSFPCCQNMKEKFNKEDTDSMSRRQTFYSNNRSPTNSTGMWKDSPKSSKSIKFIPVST
# TAAR1 agonist = human TAAR1 agonism | Q96RJ0 | CHO RD-HGA16 TAAR1, Fluo-8 calcium fluorescence; vehicle wells 0%, saturating PEA agonist 100% | activation, % at 3 µM | 0.99% of 360,000 active;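 active = activation above the mean activation of all test compounds in the run plus 3 SD, cut at about 38% in these data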
#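 System: CHO-derived RD-HGA16 cells with stable Gα16 and human TAAR1 / Times: 17-24 h plating, Fluo-8 75 min 37 °C, 30 min RT / Technique: calcium-sensitive Fluo-8 signal, excitation 470-495, emission 515-575 nm / Measure: % activation relative to PEA EC100 response / Benchmarks: DMSO and PEA EC100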
# OXTR ag = activates the human oxytocin receptor | CHO-OTR cells, Fluo-8 calcium fluorescence; normalized: DMSO 0%, oxytocin 100% | 0.32% of 320,000 active | activation, % at 3 µM;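 active = activation above the mean of all tested compounds plus 3 SD, cutoff set per screening run, cut at about 20% in these data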;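 also: peak over basal fluorescence ratio from a 100 s FLIPR kinetic read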
# Target sequence (P30559 whole entry, looked up): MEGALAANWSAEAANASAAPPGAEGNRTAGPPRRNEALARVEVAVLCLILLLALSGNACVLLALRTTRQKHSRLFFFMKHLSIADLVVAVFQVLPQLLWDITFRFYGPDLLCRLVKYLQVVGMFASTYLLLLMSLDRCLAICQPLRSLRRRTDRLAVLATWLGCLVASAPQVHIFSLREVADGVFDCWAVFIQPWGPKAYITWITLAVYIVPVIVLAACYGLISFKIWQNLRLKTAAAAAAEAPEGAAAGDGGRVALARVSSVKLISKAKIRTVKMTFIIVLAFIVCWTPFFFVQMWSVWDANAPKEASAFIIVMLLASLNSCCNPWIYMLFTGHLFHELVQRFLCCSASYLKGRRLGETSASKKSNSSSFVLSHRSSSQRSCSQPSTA
# TAAR1 antagonist = antagonists of human TAAR1. inhibition, % at 3 µM. CHO RD-HGA16 TAAR1, Fluo-8 calcium fluorescence, antagonist. Q96RJ0. AID 624466. 1.5% of 360,000 active;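 active = inhibition above a per-plate cutoff, the mean inhibition of test compounds on that plate plus 3 SD, cut at about 49% in these data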;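 also: 0% = DMSO plus EC80 beta-PEA response and 100% = DMSO alone without agonist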
#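 Assay system: RD-HGA16 CHO cells with stable hTAAR1 and Gα16 / Reagent: EC80 β-phenethylamine stimulus / Doses: 3 µM, single point / Timing: dye loading 75 min at 37 °C, then 30 min room temperature / Measured by: Fluo-8 intracellular calcium dye fluorescence, real-time kinetic reads / Controls: vehicle wells and EC80 agonist wells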
# CHRM1 antagonist = antagonists of human M1 muscarinic receptor; 1.3% of 360,000 active; inhibition, % at 3 µM; P11229; AID 588852; CHO-K1 hM1, Fluo-8 calcium fluorescence, ACh EC80 antagonist;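 active = percent inhibition above its own plate's cutoff, namely the mean of that plate's compound wells plus 3 SD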;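 also: peak over basal fluorescence ratio during 140 s after agonist addition; 0% = ACh EC80 plus DMSO and 100% = DMSO alone without agonist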
# CHRM1 agonist = agonists of human M1 muscarinic receptor; activation, % at 3 µM; 0.33% of 360,000 active; P11229; CHO-K1 hM1, Fluo-8 calcium fluorescence, agonist mode; 0% DMSO, 100% acetylcholine EC100; AID 588814;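 active = activation above the run's mean compound activation plus 3 SD, cut at about 16% in these data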;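 also: peak over basal fluorescence ratio within a 140 s kinetic read after compound addition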
# M1 PAM = human CHRM1 positive allosteric modulation | CHO-K1 hM1, Fluo-8 calcium fluorescence, ACh EC20; 0% = ACh EC20, 100% = maximal ACh | P11229 | 0.088% of 360,000 active | activation, % at 3 µM; in the data active = activation above about 19%, passing the limit was not always enough
# OXTR potentiate = potentiates the human oxytocin receptor response; 0.061% of 320,000 active; CHO-OTR cells, Fluo-8 calcium fluorescence, potentiator mode; 0% = oxytocin EC15, 100% = EC100; activation, % at 3 µM; P30559;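 active = activation above that plate's cutoff, the mean activation of tested compounds plus 3 SD, cut at about 6.6% in these data, passing the limit was not always enough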;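 also: 100% uses oxytocin at 75 nM as the full agonist control; some results filed as inactive read as strong as hits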
#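 assay system = CHO-OTR cells, human receptor | schedule = compound 6 min at room temperature before oxytocin, 100 s read | detection = Fluo-8 intracellular calcium fluorescence, ex 470-495, em 515-575 nm | evaluation = normalized max/min fluorescence ratio, % activation | control set = EC15 oxytocin alone as 0%, 75 nM oxytocin (EC100) as 100%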
# Starred values were filed as active, the others as inactive; x = not tested or not shown.
SMILES,CHO parental Ca,V1R ag counter,TAAR1 agonist,OXTR ag,TAAR1 antagonist,CHRM1 antagonist,CHRM1 agonist,M1 PAM,OXTR potentiate
Cc1nc2c(Cl)cccc2[nH]1,-9,0.7,4,0.9,-8,6,-3,0,0
N#Cc1nc(-c2ccc(F)cc2)oc1N1CCC(C(N)=O)CC1,-4,0.1,2,0.5,-4,-3,5,15,-15
C=CCOC(=O)C1=C[C@H](c2ccc3c(c2)OCO3)C[C@H](OCCCCO)O1,-15,0.8,-1,-1.0,-9,-1,-1,9,-1
Nn1c(SCC(=O)Nc2ccc3c(c2)OCCO3)nncc1=O,-4,-0.7,1,-0.3,10,-12,-4,10,-3
CCOC(=O)c1c(NC(=O)Cc2ccccc2)sc2c1CCN(CC)C2,-2,2.9,5,2.1,-27,6,-6,-3,-9
Cc1ccc(S(=O)(=O)Nc2nnc(C3CCCCC3)s2)cc1,-13,0.3,-1,-0.9,-4,-4,-5,3,-7
Cc1cc(C)n(-c2ccc([N+](=O)[O-])cc2)n1,-10,-1.2,-1,-2.6,1,-11,-6,8,-11
O=C(CN1CCN(S(=O)(=O)c2ccc(Cl)s2)CC1)N1CCOCC1,-5,-0.3,8,-1.1,-23,12,-3,2,-7
CCOC(=O)N1CCN(C(=O)COC(=O)CSc2ccc([N+](=O)[O-])cc2)CC1,10,-0.6,-1,-0.8,-16,0,8,-1,-7
COc1ccc(CCNC(=O)Cn2nnc(-c3ccc(N(C)C)cc3)n2)cc1OC,-21,3.1,0,2.9,-9,-16,-1,14,-20
CN(C)c1ccc(C(=O)N2CCCC(N3CCN(Cc4ccc5c(c4)OCO5)CC3)C2)cc1 (configuration not stated),x,x,-1,x,-18,1,-5,-4,x
CC(C)OCCCn1c(=O)c2ccccc2n2c(CCC(=O)NCc3ccccn3)nnc12,-11,-0.5,4,2.7,-19,2,-2,-2,-7
CC(C)CNS(=O)(=O)c1ccc(CCC(=O)NC2CCCC2)cc1,-17,0.2,2,-0.6,17,5,-3,0,-12
COc1cc(OC)cc(C(=O)NCCCCNC(=O)c2cc(OC)cc(OC)c2)c1,-16,2.4,2,0.3,-19,-11,-1,12,0
CCC(C)(C(=O)NC1CCCC1)N(C(=O)CC1NC(=O)NC1=O)c1c(C)n(C)n(-c2ccccc2)c1=O (configuration not stated),3,0.5,1,1.3,1,-3,-5,3,7
CN(C)CCC1CCN(c2cc(C#N)c(C#N)cc2[N+](=O)[O-])CC1,-16,5.5,1,1.0,-13,12,-9,-2,2
COc1cccc(OCCNS(=O)(=O)c2ccccc2[N+](=O)[O-])c1,-18,3.1,3,3.4,4,-12,-4,7,-7
CCOC(=O)C1C(=O)C(=O)N(Cc2ccccc2)C1C(=O)OCC (configuration not stated),x,x,3,x,4,-14,1,11,x
O=C(NCC(c1ccco1)N1CCCCC1)c1ccc(COc2ccccc2)cc1 (configuration not stated),-11,0.1,2,-1.0,-8,14,-6,-21,3
O=C1OCCC1Sc1nnc(-c2ccc(Cl)cc2)n1Cc1ccccc1 (configuration not stated),-21,1.6,5,2.4,-1,4,-8,-6,-4
O=C(NC1CC1)c1cc2cc(Br)ccc2s1,5,1.1,2,-0.1,-35,-2,0,4,-11
CC1CCCN(S(=O)(=O)c2ccc3oc(=O)ccc3c2)C1 (configuration not stated),-5,-0.4,4,-0.1,-34,-26,-4,9,-12
Cc1cc([N+](=O)[O-])ccc1NC(=O)c1ccco1,-1,0.3,2,-0.2,-3,-14,-5,10,6
O=C(NCc1cccnc1)c1cnc2ccccc2n1,-4,0.5,1,-0.4,-8,3,-2,0,-6
C[C@H](CO)N1C[C@H](C)[C@@H](CN(C)C(=O)Nc2ccccc2)Oc2c(cccc2N(C)C)C1=O,-14,0.8,4,-0.4,-26,-27,1,18,-1
CC(C)Oc1cccc(C(=O)NC(=S)NCc2cccnc2)c1,-2,-0.4,-1,-1.9,-46,-4,-5,11,3
O=C(Cc1c(Sc2ccccc2)c2ccccc2n1Cc1ccccc1)NCCO,1,1.1,6,0.4,-12,0,-9,-5,-19
Cc1cc(C)nc(SCc2nnc(SCC(=O)Nc3ncc(C)s3)n2Cc2ccco2)n1,-14,-1.4,8,-2.3,-29,15,1,-2,-16
O=C(CSc1ccc2c(c1)OCCO2)Nc1cccnc1Cl,-13,2.8,8,4.7,10,9,-2,-1,-5
S=C(NCCc1ccccn1)NC1CC2CCC1C2 (configuration not stated),-4,0.3,1,0.1,11,-13,-4,12,1
COC(=O)c1ccc(COC(=O)C23CC4CC(CC(O)(C4)C2)C3)o1,-12,0.4,1,0.1,2,-4,-4,9,-20
Cc1ccc(NC(=O)COC(=O)Cc2ccsc2)c(C)c1,-18,0.3,4,-1.1,2,-7,-6,11,-9
CC(=O)c1ccc(NC(=O)C(C)OC(=O)C2CCN(c3ccc(C(F)(F)F)cn3)CC2)cc1 (configuration not stated),-18,0.5,0,-1.2,8,-7,-6,2,-11
CN(C)C(CNC(=O)c1ccc(S(=O)(=O)N(C)C)cc1)Cc1ccccc1 (configuration not stated),-18,-0.2,1,0.9,-1,11,-7,-6,-3
O=C(Nc1ccccc1C(=O)NCCN1CCOCC1)c1ccc(Cl)cc1Cl,-14,0.6,3,-0.2,14,2,-4,5,-6
CCOCCCNC(=O)CN1CCN(Cc2ccccc2C)C1=O,8,0.5,1,-0.4,-17,-3,-4,0,-5
CC1CN(C(=O)CCC(=O)NC2CCN(Cc3ccccc3)CC2)c2ccccc2O1 (configuration not stated),-16,0.7,-1,-0.1,-22,-1,-11,5,-5
CC/C(C)=N/Nc1nc2sc3c(c2c(=O)[nH]1)CC(C)(C)OC3,12,0.4,0,-0.1,10,2,-2,3,-5
CN1C(=O)c2ccccc2C(O)c2ccccc21 (configuration not stated),-7,1.1,0,-0.6,0,-3,-6,3,-5
CCN(CC)c1c([N+](=O)[O-])c(=O)sc2ccccc12,-2,1.5,9,0.7,-18,-5,-6,8,-4
O=C(Nc1ccccc1)OCCCCOC(=O)Nc1ccccc1,x,x,54*,x,35,-9,-4,2,x
CN/N=C/c1ccc(C#N)cc1,-9,0.2,2,0.1,6,2,-3,4,-6
COc1ccccc1CNCC(=O)Nc1ccc(C#N)cc1,-2,2.5,2,1.0,2,-13,-3,11,-7
CCOC(=O)C1=C(C)NC(C)=C(C(=O)OCC)C1c1ccc(OC)cc1,-20,-1.7,-1,-1.9,-18,-11,-4,7,-8
O=C(CSc1nnc2c(n1)[nH]c1ccccc12)NC1CCCCC1,-22,0.7,1,0.6,-5,-4,-3,5,-7
COc1ccc(C2CC(=O)Oc3cc(C)c(Cl)cc32)cc1 (configuration not stated),-4,x,1,x,-4,-6,-4,3,x
O=C(NC(N1CCOCC1)C(Cl)(Cl)Cl)c1ccc(Br)cc1 (configuration not stated),-10,1.9,9,0.1,10,0,-1,7,-8
Cc1ccc(C(=O)N2CC=C(c3ccccc3)CC2)o1,-20,0.5,-1,-1.9,-12,0,-4,3,-1
CCOC(=O)c1sc(NC(=O)CSc2nnc(Cc3ccccc3)o2)c(C#N)c1C,0,0.3,x,-1.3,x,-16,-2,3,-11
COc1cc(OC)cc(-c2oc(=O)c3cc(OC)c(OC)cc3c2C#CCCO)c1,-4,0.4,5,-0.5,23,-4,-5,6,-4
CC(/C=C/C1(O)C(C)CC(O)CC1(C)C)OC1OC(CO)C(O)C(O)C1O (configuration not stated),-1,0.3,1,3.0,-13,-11,1,5,3
CCOc1ccc(OCC)c(NC(=O)CCS(=O)(=O)c2ccc(C)cc2)c1,-27,-0.6,-1,-1.5,-13,-10,-2,2,-6
COc1ccc2[nH]cc(CC(=O)O)c2c1,-10,1.3,0,0.8,-20,-8,0,5,2
CC1CCCN(c2cc3c(cc2[N+](=O)[O-])C(=O)N(c2ccccc2)C3=O)C1 (configuration not stated),-10,0.5,4,-0.6,-17,-2,-4,2,10
CCOC(=O)NC(=O)COC(=O)c1cccc2ccccc12,4,4.2,2,0.7,-7,-8,-6,1,-5

# Complete entries, quoted from the list. Screens in order: CHO parental Ca	V1R ag counter	TAAR1 agonist	OXTR ag	TAAR1 antagonist	CHRM1 antagonist	CHRM1 agonist	M1 PAM	OXTR potentiate
# `CN/N=C/c1ccc(C#N)cc1` is listed as -9	0.2	2	0.1	6	2	-3	4	-6
# `COc1ccc(C2CC(=O)Oc3cc(C)c(Cl)cc32)cc1` (configuration not stated) is listed as -4	x	1	x	-4	-6	-4	3	x

# Part of the list above in order of count of non-hydrogen atoms, low to high.
SMILES,CHO parental Ca,V1R ag counter,TAAR1 agonist,OXTR ag,TAAR1 antagonist,CHRM1 antagonist,CHRM1 agonist,M1 PAM,OXTR potentiate
CN/N=C/c1ccc(C#N)cc1,-9,0.2,2,0.1,6,2,-3,4,-6
CN1C(=O)c2ccccc2C(O)c2ccccc21 (configuration not stated),-7,1.1,0,-0.6,0,-3,-6,3,-5
Cc1ccc(C(=O)N2CC=C(c3ccccc3)CC2)o1,-20,0.5,-1,-1.9,-12,0,-4,3,-1
O=C(NC(N1CCOCC1)C(Cl)(Cl)Cl)c1ccc(Br)cc1 (configuration not stated),-10,1.9,9,0.1,10,0,-1,7,-8
COc1ccccc1CNCC(=O)Nc1ccc(C#N)cc1,-2,2.5,2,1.0,2,-13,-3,11,-7
Nn1c(SCC(=O)Nc2ccc3c(c2)OCCO3)nncc1=O,-4,-0.7,1,-0.3,10,-12,-4,10,-3
O=C(Nc1ccccc1)OCCCCOC(=O)Nc1ccccc1,x,x,54*,x,35,-9,-4,2,x
CCOC(=O)C1=C(C)NC(C)=C(C(=O)OCC)C1c1ccc(OC)cc1,-20,-1.7,-1,-1.9,-18,-11,-4,7,-8
CCOc1ccc(OCC)c(NC(=O)CCS(=O)(=O)c2ccc(C)cc2)c1,-27,-0.6,-1,-1.5,-13,-10,-2,2,-6
CC1CN(C(=O)CCC(=O)NC2CCN(Cc3ccccc3)CC2)c2ccccc2O1 (configuration not stated),-16,0.7,-1,-0.1,-22,-1,-11,5,-5
Cc1cc(C)nc(SCc2nnc(SCC(=O)Nc3ncc(C)s3)n2Cc2ccco2)n1,-14,-1.4,8,-2.3,-29,15,1,-2,-16
C[C@H](CO)N1C[C@H](C)[C@@H](CN(C)C(=O)Nc2ccccc2)Oc2c(cccc2N(C)C)C1=O,-14,0.8,4,-0.4,-26,-27,1,18,-1
CCC(C)(C(=O)NC1CCCC1)N(C(=O)CC1NC(=O)NC1=O)c1c(C)n(C)n(-c2ccccc2)c1=O (configuration not stated),3,0.5,1,1.3,1,-3,-5,3,7
